LEDGF integ inh – blocks HIV-1 LEDGF/p75-dependent DNA integration; TR-FRET IN-LEDGF/p75 DNA integration, Eu/Cy5; inhibition, % at 3.7 µM; 370,000 tested, 0.64% active; AID 743269;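 active means inhibition above the screen-wide mean plus 3 SD, cut at about 13% in these data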;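 further: signal is the Cy5 over europium emission ratio at 671 and 618 nm; 0% = plate median of compound wells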
proKLK7 act – activators of human kallikrein-7 zymogen; P49862; 370,000 tested, 0.9% active; AID 652039; activation, % at 7 µM; purified proKLK7, EDANS-DABCYL substrate fluorescence; 100% is mature enzyme control, 0% vehicle;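 active means activation above the mean of all tested compounds plus 3 SD, computed per campaign excluding outliers beyond control limits, cut at about 13% in these data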
Target sequence (P49862 whole entry, looked up): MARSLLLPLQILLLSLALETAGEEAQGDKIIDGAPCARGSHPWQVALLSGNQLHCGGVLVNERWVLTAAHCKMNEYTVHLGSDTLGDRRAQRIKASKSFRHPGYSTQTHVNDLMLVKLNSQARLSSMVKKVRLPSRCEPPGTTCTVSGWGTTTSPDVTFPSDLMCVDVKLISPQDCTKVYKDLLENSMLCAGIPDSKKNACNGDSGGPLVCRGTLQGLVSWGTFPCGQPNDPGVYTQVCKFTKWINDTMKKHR
SIAE primary – inhibitors of human sialic acid acetylesterase SIAE; Q9HAT2; SIAE FP-Rh probe binding, fluorescence polarization; inhibition, % at 9.66 µM; 370,000 tested, 0.69% active;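 active means inhibition above a cutoff: mean of compounds within the control limits plus 3 SD of those, cut at about 17% in these data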;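 further: 0% = plate median of compound wells and 100% = probe without SIAE protein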
PRMT1 FP inh – blocks human protein arginine methyltransferase 1. recombinant PRMT1, activity-based probe fluorescence polarization. AID 652257. Q99873. inhibition, % at 2.79 µM. 370,000 tested, 1.3% active;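 active means inhibition above about 21% made by adding two undisclosed values, limit read from the data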
Target sequence (Q99873 whole entry, looked up): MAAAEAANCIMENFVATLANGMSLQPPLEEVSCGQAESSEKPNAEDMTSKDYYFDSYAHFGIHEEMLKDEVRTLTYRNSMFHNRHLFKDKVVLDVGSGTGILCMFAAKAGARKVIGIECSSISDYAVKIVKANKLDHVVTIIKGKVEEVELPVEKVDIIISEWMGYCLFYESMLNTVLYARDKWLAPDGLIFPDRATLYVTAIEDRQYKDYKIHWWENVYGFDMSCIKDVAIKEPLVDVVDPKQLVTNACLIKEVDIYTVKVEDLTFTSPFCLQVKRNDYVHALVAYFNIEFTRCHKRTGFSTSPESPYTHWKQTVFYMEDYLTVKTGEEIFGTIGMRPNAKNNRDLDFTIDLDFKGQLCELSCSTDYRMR
TDP2 inh – TDP2 (human) inhibition, absorbance primary screen | recombinant TDP2, T5PNP hydrolysis, p-nitrophenol absorbance 415 nm | 370,000 tested, 0.34% active | O95551 | inhibition, % at 12.8 µM | AID 720702;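 active means inhibition above the mean of all tested compounds plus 3 SD, set per campaign, cut at about 25% in these data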;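 further: 0% = DMSO with enzyme and 100% = buffer with substrate but no TDP2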
Target sequence (O95551 whole entry, looked up): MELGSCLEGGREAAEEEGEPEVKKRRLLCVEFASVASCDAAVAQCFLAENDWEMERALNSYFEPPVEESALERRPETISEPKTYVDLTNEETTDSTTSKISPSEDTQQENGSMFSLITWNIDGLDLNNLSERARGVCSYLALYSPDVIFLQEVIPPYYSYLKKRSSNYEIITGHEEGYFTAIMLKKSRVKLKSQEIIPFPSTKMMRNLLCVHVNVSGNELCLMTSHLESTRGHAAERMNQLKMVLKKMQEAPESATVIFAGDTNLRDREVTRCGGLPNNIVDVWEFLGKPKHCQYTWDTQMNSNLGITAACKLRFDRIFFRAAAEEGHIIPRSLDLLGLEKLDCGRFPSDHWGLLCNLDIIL
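System – recombinant human TDP2 · Quantity – TDP2 enzyme at 120 nM final · Doses – single concentration, 12.8 µM nominal, with 1% DMSO · Incubation – 2 h at 37 °C · Measured by – epi absorbance of p-nitrophenol freed from T5PNP by hydrolysis · Read-out – % inhibition relative to enzyme-containing and enzyme-free wells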
Tn7 DDE FP – DD(E)-Tn7 binding inhibition, primary FP screen. FP displacement of FITC-Tn7 peptide from fibrin DD(E); 0% = median of compound wells per plate. AID 720508. 370,000 tested, 0.13% active. inhibition, % at 8.3 µM;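 active means inhibition above the mean of compounds falling within the control limits plus 3 SD of them, cut at about 14% in these data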;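 further: 0% = plate median of compound wells and 100% = 10 µM Aha-Tn7 peptide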
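Test system – human fibrin DD(E) · Times – 10 min preincubation, 3 h with tracer, room temperature · Detection – fluorescence polarization of the labelled Tn7 tracer · Measure – percent inhibition normalized to high-control wells · Benchmarks – high control wells with 10 µM unlabelled Aha-Tn7 peptide (full inhibition) · Repeats – singlicate testing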
UHRF1 MBD2 ctr – human UHRF1 methylated DNA binding inhibitors; Q96T88; UHRF1 binding to methylated oligo, TR-FRET; inhibition, % at 4.4 µM; 370,000 tested, 0.75% active; in the data active means inhibition above about 21%;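 further: UHRF1 SRA domain binding a hemimethylated CpG hairpin DNA probe; 0% = median of test compound wells and 100% = reference inhibitor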
TCR-CD3 inh – inhibitors of human TCR-CD3 interaction | TAMRA-labeled TCR probe fluorescence, biochemical | inhibition, % at 9.4 µM | 360,000 tested, 0.37% active | AID 651800; in the data active means inhibition above about 19%;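 further: recombinant mutant TCR 2C K166C tagged with TAMRA read by polarization; 0% = receptor in buffer alone and 100% = receptor with positive control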
MBD2 inh – inhibitors of human MBD2 binding to methylated oligonucleotide; 370,000 tested, 0.31% active; inhibition, % at 4.4 µM; Q9UBB5; TR-FRET; in the data active means inhibition above about 13%
DDE Tn6 FP inh – DD(E)-Tn6 binding inhibition, primary FP screen; Fibrin DD(E) TRITC-Tn6 fluorescence polarization displacement; inhibition, % at 8.3 µM; 370,000 tested, 0.21% active; AID 720509;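 active means inhibition above a per-campaign cutoff: mean of compounds within control limits plus 3 SD, cut at about 15% in these data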;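 further: 0% = median of all compound wells on the plate and 100% = blocking peptide control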
Numbers without * were called inactive; . = no result given. The order is random. About 4.6% of those tested had a hit in this group.

SMILES	LEDGF integ inh	proKLK7 act	SIAE primary	PRMT1 FP inh	TDP2 inh	Tn7 DDE FP	UHRF1 MBD2 ctr	TCR-CD3 inh	MBD2 inh	DDE Tn6 FP inh
COc1ccccc1NC(=O)N(C1CCCC1)C1CCN(C(C)=O)CC1	-4	0.4	9	-2	-7	10	1	0	-4	0
CC(C)(C)n1nnnc1C(c1ccc2ncccc2c1)N1CCC(O)CC1 (stereo not given)	1	0.1	1	-4	-15	-2	3	-4	0	1
COC(=O)c1ccccc1NC(=O)CN(C)S(=O)(=O)c1ccc(OC)cc1	4	0.4	11	-1	-1	-10	-1	3	0	4
O=C(O)c1cc(N2CCCCC2)ccn1	-2	-0.8	4	1	9	2	-2	3	5	7
Cc1ccc(C2C(N)C(=O)N2c2ccc(C)cc2)cc1 (stereo not given)	-3	0.4	1	-1	1	0	-2	-2	0	5
COc1ccc(Br)cc1C1Nc2cccc3cccc(c23)N1	-2	-0.4	2	2	-15	11	-6	7	-6	4
Cc1ccc(NC(=O)NCCN2CCCCC2)cc1Cl	4	0.3	0	-1	-2	3	3	8	-3	-1
Cc1noc(C)c1NC(=O)N(C)C[C@H]1Oc2c(NC(=O)Nc3ccc4c(c3)OCO4)cccc2C(=O)N([C@H](C)CO)C[C@@H]1C	-2	0.0	1	1	5	-1	-2	-9	1	2
Cc1nc(OCc2ccccc2)c2sc3nc4c(cc3c2n1)COC(C)(C)C4	1	-0.2	-4	0	5	-5	-2	-4	-5	3
C[n+]1ccn(CC(=O)c2cc(C(C)(C)C)c(O)c(C(C)(C)C)c2)c1	1	-0.4	1	2	9	-6	0	5	-4	3
CC(=O)Nc1ccc(OCC[n+]2cccc(C(N)=O)c2)cc1	0	0.5	-5	0	-5	-7	1	-2	1	10
O=C1C2CCCN2C(c2ccccc2F)N1c1ccc(Cl)cc1 (stereo not given)	-2	-0.5	-1	-2	-7	-1	0	4	-1	-4
O=S(=O)(O/N=C1\CCCc2ccccc21)c1ccc(Cl)cc1	-4	0.2	-1	3	-9	4	1	-7	4	7
CCOc1ncccc1C(=O)OCc1cn2cc(Cl)ccc2n1	0	0.5	-1	0	4	-5	4	-2	-4	3
O=c1[nH]c(Cc2ccccn2)nc2scc(-c3ccc(Cl)cc3)c12	4	-0.8	-5	-2	-4	3	1	1	-3	3
COc1ccccc1CNC(=O)c1ccc(S(=O)(=O)N(C)C)cc1	0	0.0	0	0	-5	-2	-2	1	-1	7
Cc1cc(OCc2ccc(F)cc2)nc(-c2ccccc2O)n1	5	0.3	-9	-6	-17	2	0	0	-1	4
O=C(N/N=C/c1cccc([N+](=O)[O-])c1)c1nc2ccccc2c(=O)[nH]1	-1	-0.1	1	5	3	-2	1	5	4	6
Cc1cc(NC(=O)CSc2ccc3nnc(CCNS(=O)(=O)c4ccccc4)n3n2)no1	1	-0.6	7	-2	3	-2	-3	3	0	0
O=C1Nc2cc3c(cc2C1=O)sc1ccccc13	-1	0.4	0	0	-10	-5	-5	-8	-6	-10
COCCCNc1nccn2ccnc12	-1	-0.2	1	3	-2	-1	0	4	-4	-3
CCOc1ccc(N(C)S(=O)(=O)c2cc(-c3cc(C)no3)ccc2C)cc1	0	0.2	-6	-3	-3	2	-1	0	-3	3
Cc1nc(C(=O)NCc2ccccc2)sc1C1(C)CC(c2cccnc2)=NO1 (stereo not given)	-3	-0.9	6	3	-4	7	5	3	3	-4
Cc1cccc(N2CCN(C(=O)c3ccccc3SCC(=O)N3CCCC3)CC2)c1C	-2	-0.1	5	7	9	-5	0	-8	2	4
CCOC(=O)c1c(NC(=O)Cc2cccs2)sc(C(=O)NC2CCCC2)c1C	-2	0.2	-1	-1	-1	5	2	3	1	11

Whole records from above:
Cc1cccc(N2CCN(C(=O)c3ccccc3SCC(=O)N3CCCC3)CC2)c1C is listed as LEDGF integ inh = -2; proKLK7 act = -0.1; SIAE primary = 5; PRMT1 FP inh = 7; TDP2 inh = 9; Tn7 DDE FP = -5; UHRF1 MBD2 ctr = 0; TCR-CD3 inh = -8; MBD2 inh = 2; DDE Tn6 FP inh = 4
Cc1ccc(C2C(N)C(=O)N2c2ccc(C)cc2)cc1 (stereo not given) is listed as LEDGF integ inh = -3; proKLK7 act = 0.4; SIAE primary = 1; PRMT1 FP inh = -1; TDP2 inh = 1; Tn7 DDE FP = 0; UHRF1 MBD2 ctr = -2; TCR-CD3 inh = -2; MBD2 inh = 0; DDE Tn6 FP inh = 5
O=C(O)c1cc(N2CCCCC2)ccn1 is listed as LEDGF integ inh = -2; proKLK7 act = -0.8; SIAE primary = 4; PRMT1 FP inh = 1; TDP2 inh = 9; Tn7 DDE FP = 2; UHRF1 MBD2 ctr = -2; TCR-CD3 inh = 3; MBD2 inh = 5; DDE Tn6 FP inh = 7

Remaining list, next part
SMILES	LEDGF integ inh	proKLK7 act	SIAE primary	PRMT1 FP inh	TDP2 inh	Tn7 DDE FP	UHRF1 MBD2 ctr	TCR-CD3 inh	MBD2 inh	DDE Tn6 FP inh
CC(NS(=O)(=O)c1ccc(Cl)cc1)C(=O)NCc1ccco1 (stereo not given)	18*	-0.2	-7	21	-15	3	25*	12	10	0
COc1ccc(S(=O)(=O)N2CCN(C(=O)CCNC(=O)c3ccccc3Cl)CC2)cc1	1	-0.2	12	-1	3	-1	0	-2	1	3
CS(=O)(=O)N(CCc1ccccc1)CC(=O)NCc1ccco1	-1	0.4	3	2	-6	-2	1	-7	1	0
CN1C(=O)CC(n2c(CO)nc3ccccc32)C1=O (stereo not given)	-3	0.4	4	-3	0	3	7	6	-4	13
COc1ccc(NC(=O)c2ccc3c(c2)C(=O)N(Cc2cccnc2)C3=O)c(OC)c1	3	0.0	-11	-1	7	1	2	-5	0	1
O=C(c1ccccc1F)n1c2c(c3ccccc31)CCCC2	-6	0.0	1	-2	-1	2	3	5	0	-1
O=C(NC1CCN(S(=O)(=O)c2ccccc2C(F)(F)F)CC1)c1ccco1	2	-0.4	-5	-4	-12	-9	2	8	2	10
CCN(CC)CCNC(=O)c1cccc(NC(=O)C(=O)c2cc(Br)ccc2NC(C)=O)c1	-4	0.2	-3	1	8	4	1	1	0	-5
CCCC(=O)Nc1ccc(C(=O)NCCCn2ccnc2)cc1	-4	0.4	2	5	-2	8	2	-10	4	6
O=C1OCC/C1=C\c1ccccc1O	-1	0.5	2	-4	4	3	-5	-2	-7	1
O=C(CCNC(=O)c1ccc(Cl)cc1)Nc1ccc(Cl)cc1F	3	-0.1	-1	-1	-11	-7	-3	4	-6	-2
Cc1ccc(CCNC(=O)C2CCC(=O)N2Cc2cccnc2)cc1 (stereo not given)	2	0.0	-3	5	4	-3	2	-5	-1	11
COc1ccc(-c2sc3ccc(OC)cc3c2C#Cc2cncn2C)cc1	1	5.3	-5	-3	2	3	3	8	-6	8
CCCCOc1cccc(NC(=O)CSc2nccn2C)c1	1	0.4	-1	1	5	6	-2	6	0	8
CN(C)CCCN1C(=O)C(=O)/C(=C(/O)c2ccncc2)C1c1cccnc1 (stereo not given)	5	0.1	1	-4	-5	0	-2	5	-5	1
O=S(=O)(c1sccc1Br)n1c(CN2CCOCC2)nc2ccccc21	0	-0.6	1	1	1	0	-3	.	0	5
O=C(c1ccccc1F)N1C(=O)c2cccc3cccc1c23	-1	7.7	1	-2	15	3	-2	-2	-1	5
COc1cccc(CN(C)C(=O)CCN=C2NS(=O)(=O)c3ccccc32)c1OC	4	0.0	2	1	5	-4	-1	4	-1	3
O=C(Nc1ccncc1Cl)c1ccncc1	6	0.1	0	-1	8	10	-4	-4	1	3
O=C(NC1CCCC1)C(=O)N(c1ccccc1F)C(C(=O)NCC1CCCO1)c1cccs1 (stereo not given)	0	-0.2	0	-2	-6	-4	4	-6	-5	7
COc1ccc(NC(=S)NN(C)C(=S)Nc2ccc(OC)cc2)cc1	0	0.6	6	-2	7	0	-2	-2	3	-2
C=CCN1C=C(C(C)=O)C(=O)CC1	9	-0.7	-7	-2	3	-4	3	-3	-1	0
CC(=O)c1c(C)[nH]c(C(=O)N2CCN(S(=O)(=O)c3ccc(F)c(F)c3)CC2)c1C	5	0.0	0	-2	-2	1	-3	3	2	-1
CC(=O)NC(C)C(=O)OCC(=O)Nc1ccc(Br)cc1 (stereo not given)	-1	0.3	3	-2	2	-7	-1	3	-3	3
Cc1onc(NC(=O)NC(=O)c2c(Cl)cccc2Cl)c1Br	-5	-0.2	-1	4	-8	2	2	-2	7	-3
SMILES	LEDGF integ inh	proKLK7 act	SIAE primary	PRMT1 FP inh	TDP2 inh	Tn7 DDE FP	UHRF1 MBD2 ctr	TCR-CD3 inh	MBD2 inh	DDE Tn6 FP inh
CCOC(=O)N1CCN(C(=O)COc2cc(C)c(Cl)c(C)c2)CC1	-5	-0.5	5	-2	-5	0	3	4	0	7
COC(=O)[C@H](C)NC(=O)NC(C)CCc1ccccc1 (stereo not given in full)	0	-0.2	4	-4	-2	-2	0	8	3	5
O=[N+]([O-])c1c(NCCO)cc(N2CCCCC2)c2nonc12	-5	-0.2	0	2	-4	2	-12	-2	-5	-5
CCC(=O)N=c1n(C)c2ccccc2n1CCOc1ccccc1	0	-0.8	-4	2	10	-4	1	1	3	2
COc1ccccc1CNC(=O)C1CC2Cn3c(nc4cc5ccccc5cc43)C2N1C (stereo not given)	-2	0.1	3	-1	-6	-9	1	1	-6	-4
CC(=O)N/C(=C\c1ccccc1)C(=O)NCC(=O)O	0	-0.5	3	1	4	-5	1	-2	0	-1
Cc1ccc(OCC(=O)N/N=C/c2cccc3cccnc23)cc1	-7	-2.2	-6	-1	-11	6	-2	-5	0	-7
O=C1C2C3c4ccccc4C(c4ccccc43)C2C(=O)N1c1nc(-c2ccccc2)cs1 (stereo not given)	3	0.4	-1	-1	6	0	11	-2	-4	2
Cc1nn(C)cc1CNC(=O)c1cccc(Br)c1	-2	-0.1	0	-2	-3	5	0	-2	-2	-3
CC(CN1CCCCC1)OC(=O)c1ccc(Cl)cc1Cl (stereo not given)	4	0.2	-5	-1	1	-5	0	7	-3	2
CCn1c(-c2nn(-c3ccccc3)ccc2=O)n[nH]c1=S	-8	0.7	-8	3	-12	-3	4	6	0	-5
CCOC(=O)C1CCN(C(=O)c2c(-c3c(F)cccc3Cl)noc2C)CC1	3	0.2	2	2	-9	0	6	2	8	6
NC(=O)[C@@H]1CCCNc2c(I)cc([N+](=O)[O-])cc2C(=O)N[C@@H](CO)C(=O)N[C@@H](Cc2ccc(O)cc2)C(=O)N1	1	-0.2	7	0	2	-9	13	-2	1	1
O=C(CCC1CCCC1)N1CCN(S(=O)(=O)c2ccc(Br)cc2)CC1	2	0.0	-2	-3	-15	-2	3	-9	4	-2
COc1ccc(CCC(=O)NCCCNC(=O)CCc2ccc(OC)cc2)cc1	2	-0.9	-1	3	5	-1	4	-6	-3	0
COc1cccc(C(=O)OC(C)CN2CCCC2)c1 (stereo not given)	-7	0.0	-6	4	-5	4	2	-3	1	-5
CC1CCCN(C(=O)CNC(=O)c2cccs2)C1 (stereo not given)	-1	0.1	-7	-2	-5	6	-1	1	-3	-6
COc1cc(OC)cc(C(=O)N[C@H](C(=O)OCC(=O)Nc2ccc(C(C)C)cc2)C(C)C)c1	-2	0.1	-20	3	5	0	2	-12	1	-6

Bioassay records as filed in PubChem BioAssay.
